# GRIN3A LBD mod: NR3A (human) ligand-binding domain modulation | NR3A LBD differential scanning fluorimetry, Tm shift; 0% = protein alone, 100% = glycine-bound protein | Tm shift relative to glycine control, % at 25 µM | 2.5% of 340,000 active | AID 1259313;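 active = melting temperature shift of at least 10% of the positive control shift, at one fixed dose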
# PfG6PD inh: PfG6PD (Plasmodium falciparum) enzyme inhibition | PfGluPho enzyme, NADPH resazurin-diaphorase fluorescence | inhibition, % at 20 µM | 0.78% of 350,000 active | AID 504690;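 active = inhibition reaching at least a set limit at 20 µM in the primary screen, cut at about 59% in these data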;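 note: 0% = DMSO wells with substrate and 100% = DMSO wells lacking glucose-6-phosphate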
# HKDC1 inh: HKDC1 (human) hexokinase inhibition. recombinant HKDC1, G6PDH/diaphorase resazurin coupled fluorescence. 0.16% of 340,000 active. inhibition, % at 20 µM;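 active = inhibition above about 35% when tested at 20 µM, limit read from the data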;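 note: plate controls were DMSO wells with enzyme for no effect and DMSO wells lacking enzyme for full effect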
# Target sequence (Q2TB90 whole entry, looked up): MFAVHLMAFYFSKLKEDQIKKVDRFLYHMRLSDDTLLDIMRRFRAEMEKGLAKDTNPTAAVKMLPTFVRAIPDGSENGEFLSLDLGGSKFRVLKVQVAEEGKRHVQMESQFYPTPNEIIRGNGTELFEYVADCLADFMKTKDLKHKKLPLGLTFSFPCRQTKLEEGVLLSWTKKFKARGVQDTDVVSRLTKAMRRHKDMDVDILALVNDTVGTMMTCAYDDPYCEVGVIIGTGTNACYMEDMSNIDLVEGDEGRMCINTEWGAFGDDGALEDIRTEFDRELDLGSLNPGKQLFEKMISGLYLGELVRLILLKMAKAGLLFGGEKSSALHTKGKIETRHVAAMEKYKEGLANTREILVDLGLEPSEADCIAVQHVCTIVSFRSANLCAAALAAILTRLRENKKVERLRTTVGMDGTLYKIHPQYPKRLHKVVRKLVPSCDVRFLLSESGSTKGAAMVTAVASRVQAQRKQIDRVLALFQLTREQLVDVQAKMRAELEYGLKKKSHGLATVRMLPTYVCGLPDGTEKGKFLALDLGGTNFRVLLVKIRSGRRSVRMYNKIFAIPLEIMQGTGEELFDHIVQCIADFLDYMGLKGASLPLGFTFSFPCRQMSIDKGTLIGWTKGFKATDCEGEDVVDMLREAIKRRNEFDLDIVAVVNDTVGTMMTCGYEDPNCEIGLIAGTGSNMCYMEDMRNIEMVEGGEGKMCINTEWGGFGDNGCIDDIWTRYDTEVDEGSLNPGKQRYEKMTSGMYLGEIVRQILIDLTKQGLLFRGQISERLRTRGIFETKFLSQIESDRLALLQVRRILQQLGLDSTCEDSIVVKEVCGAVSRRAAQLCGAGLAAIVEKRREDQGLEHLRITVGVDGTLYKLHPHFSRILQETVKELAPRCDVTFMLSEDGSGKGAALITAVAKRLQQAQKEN
#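 Test system: recombinant HKDC1 (HK5) hexokinase enzyme, produced in-house; Amount: enzyme 5 µg/mL final; Buffer or medium: Tris pH 8.0 buffer with MgCl2, Tween-20, BSA, BME; Reagent: glucose and ATP substrates; Doses: 20 µM test compound, 1% DMSO; Incubation: 90 min reaction incubation at room temperature, dark; Detection: resorufin fluorescence at 613 nm.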
# SENP8 inh: SENP8 (human) protease inhibition; Q96LD8; recombinant SENP8, Nedd8 substrate fluorescence; inhibition, % at 20 µM; 0.64% of 360,000 active; AID 602440; in the data active = inhibition mostly above about 40%, no sharp cut-off; inactive = mostly below about 27%
# ATG4B inhibitor: inhibitors of human ATG4B cysteine protease. Q9Y4P1. ATG4B cleavage of LC3-PLA2, NBD-HPC fluorescence, 1 h. inhibition, % at 8.33 µM. 0.51% of 340,000 active. AID 504462; in the data active = inhibition above about 40%
# MPTP inh: inhibitors of mitochondrial permeability transition pore; inhibition, % at 10 µM; AID 602449; 1.4% of 360,000 active; isolated mouse mitochondria, Ca2+ swelling absorbance, 30 min;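 active = inhibition of 50% or more, scaled per plate between neutral and stimulator controls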;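 note: 0% = DMSO wells given calcium and 100% = 1 mM EGTA wells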
# SENP7 block: inhibitors of human SENP7 protease. Q9BQF6. recombinant SENP7, Z-RLRGG-aminoluciferin luminescence, 40 min. inhibition, % at 5 µM. 1.5% of 330,000 active. AID 434973;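 active = inhibition above about 50% at the single test dose, limit read from the data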;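 note: plate controls were DMSO with enzyme for no effect and no enzyme buffer wells for full effect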
# SENP6 block: blocks the human protease SENP6; Q9GZR1; Recombinant SENP6 catalytic domain, aminoluciferin luminescence; inhibition, % at 10 µM; 1.8% of 330,000 active;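 active = inhibition above about 50% at the single tested dose, limit read from the data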;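 note: plate controls were DMSO wells with enzyme for no effect and DMSO wells lacking enzyme for full effect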
# Active calls of the source: *; nt = not tested or not shown.
item	mol	SENP6 block	SENP8 inh	MPTP inh	HKDC1 inh	ATG4B inhibitor	SENP7 block	PfG6PD inh	GRIN3A LBD mod
1	CCN(CC)c1ccc2c(-c3ccc(S(=O)(=O)O)cc3S(=O)(=O)[O-])c3ccc(=[N+](CC)CC)cc-3oc2c1	14	17	64*	-24	-23	9	-405	-437
2	Cc1ccc(NC2=C(C(=O)c3ccccc3)N(C)S(=O)(=O)c3ccccc32)cc1	0	46*	6.1	2	24	4	-11	-4
3	COc1cccc(-c2cc(C(=O)Nc3ccccc3)c3ccccc3n2)c1	-2	7	4.9	1	-13	-2	15	0
4	Cc1cccn2c(=O)c3cc(C(=O)N4CCCC(C)C4)sc3nc12 (configuration not stated)	-2	-292	-1.5	1	-10	-5	1	-2
5	O=C(C1CCN(S(=O)(=O)c2cccs2)CC1)N1CCCC(C(F)(F)F)C1 (configuration not stated)	-12	16	1.9	-8	3	11	-9	-2
6	CC(C)n1ncc2c(C(=O)Nc3ccc(S(C)(=O)=O)cc3)cc(C3CC3)nc21	-23	-99	-0.8	1	-8	-2	11	-9
7	C[N+]1(CC(=O)Nc2ccc(F)cc2)CCN(C(=O)c2ccco2)CC1	12	10	-3.1	-6	-5	-1	-9	1
8	COc1ccc(OC)c(S(=O)(=O)Nc2ccc(C(N)=O)cc2)c1	-17	14	0.3	12	-5	3	7	2
9	CCOc1ccc(C(C)=O)cc1N1C(=O)C2C3C=CC(C3=C(C)C)C2C1=O (configuration not stated)	8	9	-0.9	-6	-8	-1	6	-1
10	CN(C(=O)COC(=O)c1ccc(Cl)nc1)C1CCS(=O)(=O)C1 (configuration not stated)	-14	3	0.2	-8	-12	-3	-7	-2
11	COc1ccc(NC(=O)N(C)C[C@H]2Oc3c(NC(=O)Nc4ccc5c(c4)OCO5)cccc3C(=O)N([C@H](C)CO)C[C@@H]2C)cc1	-3	26	1.3	6	-1	7	5	-9
12	CSc1ccc(C(=O)C2CCCN(C(=O)CCn3cncn3)C2)cc1 (configuration not stated)	7	12	-0.1	4	10	0	5	0
13	O=[N+]([O-])c1ccccc1N/N=C1\CCc2ccccc21	-4	29	1.4	-6	-15	54*	4	0
14	CCOC(=O)C(NCc1ccc2c(c1)OCO2)(NC(=O)CC)C(F)(F)F (configuration not stated)	-3	10	0.4	-4	3	5	-14	0
15	CCOc1ccc(S(=O)(=O)Nc2ccc(C(=O)NNC(=O)c3ccncc3)cc2)cc1	5	13	0.1	-5	-3	2	3	1
16	CSCCC(N=CC1=C(O)CC(C)(C)CC1=O)C(=O)O (configuration not stated)	-21	15	2.8	3	2	-10	-10	1
17	CC(O)C(=O)N/N=C/c1cccc2ccccc12 (configuration not stated)	nt	-2	0.8	-11	-2	nt	14	-2
18	C(=C\c1ccccc1)/C=N/N1CCN(Cc2ccccc2)CC1	-22	22	-1.1	-2	-4	-1	-12	0
19	Cc1ccc(NC(=O)Cn2c(O)c(N=NC(=O)c3ccncc3)c3ccccc32)cc1	-26	11	1.4	-3	-6	-8	8	0
20	Cc1ccc(-n2c(SCC(=O)N3Cc4ccccc4CC3C(=O)O)nnc2-c2cccnc2)c(C)c1 (configuration not stated)	20	17	3.2	-3	14	-4	33	0
21	COC(=O)CCN(C(=O)c1cc([N+](=O)[O-])cc([N+](=O)[O-])c1)c1ccccn1	13	29	1.1	5	-10	3	16	-2
22	CC(Sc1nnnn1-c1ccccc1)C(=O)Nc1ccc(N2CCN(C)CC2)cc1 (configuration not stated)	-7	17	-0.4	7	-9	-9	2	-2
23	COCCn1c(Cc2ccccc2)nnc1SCC(=O)NC(C)(C)C	-21	13	-0.2	2	5	-11	-3	0
24	Cc1ccc(N(C)/N=C/c2ccc(Cl)cc2Cl)nn1	-18	-59	1.4	-4	-4	5	7	0
25	CC(Nc1nc(Nc2ccc(F)cc2)nc(SCC(N)=O)n1)c1ccccc1 (configuration not stated)	-2	11	-2.4	0	13	1	15	-17

# Another view of 4 compounds above:
8	COc1ccc(OC)c(S(=O)(=O)Nc2ccc(C(N)=O)cc2)c1
  SENP6 block = -17; SENP8 inh = 14; MPTP inh = 0.3; HKDC1 inh = 12; ATG4B inhibitor = -5; SENP7 block = 3; PfG6PD inh = 7; GRIN3A LBD mod = 2

9	CCOc1ccc(C(C)=O)cc1N1C(=O)C2C3C=CC(C3=C(C)C)C2C1=O (configuration not stated)
  SENP6 block = 8; SENP8 inh = 9; MPTP inh = -0.9; HKDC1 inh = -6; ATG4B inhibitor = -8; SENP7 block = -1; PfG6PD inh = 6; GRIN3A LBD mod = -1

10	CN(C(=O)COC(=O)c1ccc(Cl)nc1)C1CCS(=O)(=O)C1 (configuration not stated)
  SENP6 block = -14; SENP8 inh = 3; MPTP inh = 0.2; HKDC1 inh = -8; ATG4B inhibitor = -12; SENP7 block = -3; PfG6PD inh = -7; GRIN3A LBD mod = -2

11	COc1ccc(NC(=O)N(C)C[C@H]2Oc3c(NC(=O)Nc4ccc5c(c4)OCO5)cccc3C(=O)N([C@H](C)CO)C[C@@H]2C)cc1
  SENP6 block = -3; SENP8 inh = 26; MPTP inh = 1.3; HKDC1 inh = 6; ATG4B inhibitor = -1; SENP7 block = 7; PfG6PD inh = 5; GRIN3A LBD mod = -9

# SENP7 block, hit marks shown above
item	Molecule	SENP6 block	MPTP inh	HKDC1 inh	ATG4B inhibitor	SENP7 block	PfG6PD inh	GRIN3A LBD mod
13	O=[N+]([O-])c1ccccc1N/N=C1\CCc2ccccc21	-4	1.4	-6	-15	54*	4	0

# Next compounds:
item	mol	SENP6 block	SENP8 inh	MPTP inh	HKDC1 inh	ATG4B inhibitor	SENP7 block	PfG6PD inh	GRIN3A LBD mod
26	Cc1ccc(/C=C2\SC(=S)N(CCCC(=O)Nc3ccccc3C(=O)O)C2=O)cc1	19	19	2.3	12	-5	-4	-21	-3
27	CCCCC1(CC(=O)OCC)C(=O)N(c2ccccc2)N(c2ccccc2)C1=O	8	17	-0.6	-6	1	2	14	-2
28	CCO/C=C1/C(=O)N(Cc2ccccc2)C(=O)c2ccccc21	94*	-408	-0.6	-5	17	81*	-6	2
29	O=C(Nc1cccc(F)c1)c1cc(S(=O)(=O)N2CCOCC2)cs1	15	1	-0.3	-7	-3	6	-13	-2
30	O=C(NCc1cccnc1)/C(=C\c1ccc(-c2ccc(Cl)c(Cl)c2)o1)S(=O)(=O)c1ccccc1	nt	-26	1.2	28	-10	nt	18	10
31	NNc1ncnc2scc(-c3ccc(Cl)cc3)c12	18	37	-9.6	-10	-4	1	14	-5
32	Fc1ccc(-n2cc(-c3ccccc3)[n+]3c2SCC3)cc1	13	0	0.1	-3	-5	-2	2	-1
33	COc1ccccc1NC(=O)Cn1c(=O)sc2ccccc21	-34	20	-2.7	-1	-14	12	16	2
34	O=C(C1CCCCC1)N1CCC(c2nc3c(nnn3Cc3c(F)cccc3Cl)c(=O)[nH]2)CC1	-15	20	0.5	7	-14	3	17	1
35	CCOc1ccc(CNc2ccc3c(c2)ncn3C)cc1	-22	-243	-1.6	4	-13	-7	18	-1
36	CC(=O)c1ccc(OCCCC(=O)NC(C)c2ccc(S(N)(=O)=O)cc2)cc1 (configuration not stated)	-18	13	2.8	-8	-10	6	-10	-1
37	COCc1nnc(NS(=O)(=O)c2ccc(C)cc2)s1	-16	-1	0.5	1	-11	-3	1	1
38	CC(=O)Nc1ccc(S(=O)(=O)N(Cc2ccccc2)c2ccccc2F)cc1	4	6	-0.7	0	0	-8	-23	-10
39	CS(=O)(=O)N(CC(=O)NCC1CCCO1)c1cccc(Cl)c1 (configuration not stated)	-22	11	0.0	-8	8	2	-18	3
40	CC(C)Cn1c(N)cc(=O)n(C)c1=O	-1	-8	-1.5	-3	-2	-2	8	1
41	Cc1ccccc1OCC(=O)NNC=O	-7	6	-1.6	-3	-4	-8	-11	-1
42	CCOc1ccc(/C=N/NC(=O)c2cc(-c3ccco3)nc3ccccc23)cc1	20	-415	-1.0	4	8	1	6	-11
43	CC(=O)Oc1ccc(C)cc1N1C(=O)c2ccc(C(=O)O)cc2C1=O	17	23	-5.0	-9	2	4	-6	-1
44	O=C(Nc1nc(-c2ccc([N+](=O)[O-])cc2)cs1)c1c(F)cccc1F	-11	7	1.3	2	-5	5	-9	-1
45	COc1cc([N+](=O)[O-])ccc1NC(=O)CCN1C(=O)C2C3CCC(C3)C2C1=O (configuration not stated)	-10	20	0.7	-7	3	-1	-2	-1
46	COc1ccc(OC)c(C2CC(=O)N3CN(c4ccc(C)c(Cl)c4)CSC3=C2C#N)c1 (configuration not stated)	4	6	0.1	3	-7	11	78*	-4
47	CCCN(CCC)S(=O)(=O)c1ccc(C(=O)N2CCN(C)CC2)cc1	8	12	0.3	-9	-2	5	-21	1
48	Cc1cc(C(C#N)c2ccccc2F)n2ncnc2n1 (configuration not stated)	16	-66	1.6	1	4	1	-12	15*
49	O=C(NCCCN1CCN(CCCNC(=O)c2cccc(Cl)c2)CC1)c1cccc(Cl)c1	-2	18	-0.6	-15	-2	1	-4	-6
50	Cc1nc2ccccn2c1C(=O)NNS(=O)(=O)c1ccc(C(C)(C)C)cc1	1	12	76*	-4	6	3	-32	-4
51	O=C1OC(c2cccs2)=N/C1=C\c1ccc(-c2ccccc2Cl)o1	nt	-66	0.0	22	23	nt	-3	-4
52	Cc1cc(C)nc(Nc2n[nH]c(COc3ccc4ccccc4c3)n2)n1	-17	11	-0.4	-3	-7	-17	-12	0
53	COc1ccccc1C(=O)N1CCN(Cc2ccc3c(c2)OCO3)CC1	0	25	-0.1	-4	-7	0	-11	0
54	CCC(Oc1ccccc1)C(=O)Nc1cc(C)on1 (configuration not stated)	2	-1	-2.2	-7	-9	9	8	0
55	O=C(C(=O)N1CCN(c2ccccc2F)CC1)c1cn(CC(=O)N2CCOCC2)c2ccccc12	9	14	-1.9	-6	-2	7	1	-3
56	CC1(C)Cc2cccc(OCC(=O)N3CCN(S(=O)(=O)c4ccccc4F)CC3)c2O1	-15	17	1.0	-3	-6	-12	-7	2
57	COc1ccc(OC)c(C(c2nnnn2C2CCCC2)N2CCN(c3ccccc3F)CC2)c1 (configuration not stated)	-24	12	-0.9	0	-2	5	11	-1
58	CC(C)n1cc(/C=C(\C#N)S(=O)(=O)c2ccccc2)c2ccccc21	-6	-48	1.4	2	-14	9	13	-6
59	CC1CCCN(S(=O)(=O)CCNC(=O)c2ccc3c(c2)OCO3)C1 (configuration not stated)	-17	20	0.2	-3	-10	-4	6	2
60	C=CCC(=O)N1CCCC(CNC(=O)c2ccc(-c3ccccc3)cc2)C1 (configuration not stated)	-17	10	0.8	2	3	3	9	1
61	CCOc1ccc(NC(=O)CC2C(=O)N(C)C(=S)N2Cc2ccco2)cc1 (configuration not stated)	-18	13	0.5	-5	-7	0	-2	17*
62	COc1ccc(C(=O)Nc2ccc3c(c2)Cc2ccccc2-3)cc1	-1	-39	2.5	-3	4	1	-13	17*
